# ABHD4 inh: inhibits mouse alpha/beta hydrolase domain 4 | Q8VD66 | purified mABHD4, FP-Rh probe fluorescence polarization | inhibition, % at 8.92 µM | 370,000 compounds, 0.54% hits;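 active means inhibition exceeding the mean over every tested compound plus 3 SD, cut at about 30% in these data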;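 further: 0% = plate median of compound wells and 100% = S159A mutant with DMSO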
# Target sequence (Q8VD66 whole entry, looked up, the tested form may be a part): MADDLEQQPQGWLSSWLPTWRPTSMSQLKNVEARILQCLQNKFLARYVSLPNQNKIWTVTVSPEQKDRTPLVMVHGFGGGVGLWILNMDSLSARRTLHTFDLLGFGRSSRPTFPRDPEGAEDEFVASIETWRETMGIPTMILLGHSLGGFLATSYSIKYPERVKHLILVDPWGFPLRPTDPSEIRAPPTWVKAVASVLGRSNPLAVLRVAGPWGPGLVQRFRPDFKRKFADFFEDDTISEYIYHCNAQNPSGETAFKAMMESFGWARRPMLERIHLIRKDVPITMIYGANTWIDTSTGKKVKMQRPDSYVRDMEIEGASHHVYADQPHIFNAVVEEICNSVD
#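 Test system: mABHD4 protein; Read-out basis: % inhibition; Incubation: 45 min + 60 min at 25 °C; Repeats: single replicate; Technique: fluorescence polarization with parallel and perpendicular emission, 525/598 nm; Compound: 8.92 µM, single dose; Benchmarks: full inhibition S159A mutant plus DMSO, zero as sample-well median.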
# rCAG binder: binds r(CAG) RNA repeats; r(CAG) RNA repeat, TO-PRO-1 dye displacement fluorescence; inhibition, % at 3 µM; 370,000 compounds, 1.3% hits; AID 651821;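 active means inhibition above the plate cutoff, the mean of all test compounds on that plate plus 3 SD, cut at about 35% in these data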;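 further: 0% = DMSO alone and 100% = 100 µM mitoxantrone as full dye displacement; higher means more dye released from RNA so lower well fluorescence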
# LEDGF integ inh: blocks HIV-1 LEDGF/p75-dependent DNA integration; inhibition, % at 3.7 µM; AID 743269; TR-FRET IN-LEDGF/p75 DNA integration, Eu/Cy5; 370,000 compounds, 0.64% hits;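 active means inhibition above the screen-wide mean plus 3 SD, cut at about 13% in these data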;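 further: signal is the Cy5 over europium emission ratio at 671 and 618 nm; 0% = plate median of compound wells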
# TDP2 inh: blocks human TDP2 phosphodiesterase activity; O95551; recombinant TDP2, T5PNP hydrolysis, p-nitrophenol absorbance 415 nm; inhibition, % at 12.8 µM; 370,000 compounds, 0.34% hits; AID 720702;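 active means inhibition above the mean of all tested compounds plus 3 SD, set per campaign, cut at about 25% in these data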;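 further: 0% = DMSO with enzyme and 100% = buffer with substrate but no TDP2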
#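 Assay system: Recombinant human TDP2 | Quantity: 120 nM TDP2 per well | Incubation: 2 h at 37 °C | Signal: Epi absorbance | Evaluation: Percent inhibition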
# MBD2 DNA inh: inhibitors of human MBD2 binding to methylated oligonucleotide. TR-FRET. AID 686964. Q9UBB5. inhibition, % at 4.4 µM. 370,000 compounds, 0.31% hits; in the data active means inhibition above about 13%
# Target sequence (Q9UBB5 whole entry, looked up): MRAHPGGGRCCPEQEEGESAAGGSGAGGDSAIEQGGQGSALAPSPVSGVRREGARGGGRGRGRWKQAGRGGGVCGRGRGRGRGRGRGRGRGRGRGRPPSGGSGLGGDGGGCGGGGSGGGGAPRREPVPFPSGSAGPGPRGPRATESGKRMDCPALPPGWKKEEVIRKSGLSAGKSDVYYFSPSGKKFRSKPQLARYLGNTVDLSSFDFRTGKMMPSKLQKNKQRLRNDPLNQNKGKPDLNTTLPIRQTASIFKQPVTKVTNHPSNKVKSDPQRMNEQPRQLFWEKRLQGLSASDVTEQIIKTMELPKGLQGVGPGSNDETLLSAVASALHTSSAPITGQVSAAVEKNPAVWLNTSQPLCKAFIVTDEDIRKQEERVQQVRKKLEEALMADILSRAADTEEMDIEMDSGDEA
# TCR CD3 inh: human TCR-CD3 binding inhibition; inhibition, % at 9.4 µM; 360,000 compounds, 0.37% hits; TAMRA-labeled TCR probe fluorescence, biochemical; in the data active means inhibition above about 19%;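 further: recombinant mutant TCR 2C K166C tagged with TAMRA read by polarization; 0% = receptor in buffer alone and 100% = receptor with positive control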
# NPR2 activator: GC-B (human) receptor activation. HEK293-GC-B cells, CNP EC30, cGMP TR-FRET; 0% at EC30 CNP, 100% saturating CNP. activation, % at 10 µM. P20594. 370,000 compounds, 0.11% hits;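 active means activation at 10 µM reaching about 35% in either raw or pattern-adjusted values, limit read from the data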
# HTRA1 inhibitor: inhibitors of human serine peptidase HTRA1. Q92743. AID 504803. recombinant HTRA1, FP-rhodamine activity-based probe, fluorescence polarization. inhibition, % at 5.96 µM. 340,000 compounds, 0.5% hits; in the data active means inhibition above about 36%;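 further: 0% = enzyme with DMSO and 100% = wells lacking enzyme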
# PRMT1 FP inh: PRMT1 (human) inhibition, primary screen. recombinant PRMT1, activity-based probe fluorescence polarization. inhibition, % at 2.79 µM. 370,000 compounds, 1.3% hits. AID 652257;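 active means inhibition above about 21% made by adding two undisclosed values, limit read from the data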
# SIAE primary: human SIAE inhibition, primary screen; Q9HAT2; SIAE FP-Rh probe binding, fluorescence polarization; inhibition, % at 9.66 µM; 370,000 compounds, 0.69% hits; AID 1053197;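 active means inhibition above a cutoff: mean of compounds within the control limits plus 3 SD of those, cut at about 17% in these data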;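 further: 0% = plate median of compound wells and 100% = probe without SIAE protein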
# * = called active by the depositor; / = not tested or not shown. Some of the compounds tested; count on the stated rates, not on these rows.
SMILES,ABHD4 inh,rCAG binder,LEDGF integ inh,TDP2 inh,MBD2 DNA inh,TCR CD3 inh,NPR2 activator,HTRA1 inhibitor,PRMT1 FP inh,SIAE primary
CCN(CC)S(=O)(=O)c1cc(NC(=O)c2ccccc2OCc2c(C)noc2C)ccc1C,-1,3,2,-8,6,3,6,-37,-3,-1
CCOC(=O)[C@]12CCC=C1N(Cc1cccc3ccccc13)C(=O)[C@H](CC(=O)NCCC(C)C)C2,-6,4,5,-9,-6,-1,4,/,2,3
CC(C(=O)NC1CCS(=O)(=O)C1)N1C(=O)/C(=C/c2ccc(Cl)cc2)SC1=S (centres undefined),-9,4,2,8,9,0,-7,4,16,1
COc1ccc(C(=O)O)cc1NC(=S)NC(=O)C(c1ccccc1)c1ccccc1,-6,13,4,10,2,5,-4,-33,-3,-3
COc1ccc(NC(=O)CC(C)CC(=O)NCc2ccccc2)c(OC)c1 (centres undefined),-3,-5,2,21,3,5,-3,8,0,6
COc1ccc(C2NC(=O)C(C#N)=C(S)N2c2cccc(C)c2)cc1OC (centres undefined),-1,1,3,6,-3,-2,8,10,0,1
CCCN(C(=O)CSc1ncnc2sccc12)c1c(N)n(Cc2ccccc2)c(=O)[nH]c1=O,1,5,4,8,-5,7,-1,5,2,6
CC(=O)Nc1ccc(Oc2ccc(S(=O)(=O)N3CCCC3)cn2)cc1,6,0,-1,2,5,0,0,2,2,-1
Fc1ccc(CNC(=S)NC2CCCC2)cc1,0,-2,2,6,-5,0,0,0,3,-2
CCOC(=O)C1CCCN(Cc2nc3ccc([N+](=O)[O-])cc3c(=O)n2-c2ccc(OC)cc2OC)C1 (centres undefined),7,1,0,6,1,5,6,-10,0,6
C/C(=N\NC(=O)c1cc2ccccc2cc1O)c1ccc(C)o1,28,43*,3,-11,2,1,-5,47*,-1,24*
CC(C)Cn1c(-c2cc([N+](=O)[O-])ccc2Cl)nc2c1c(=O)[nH]c(=O)n2Cc1ccccc1,-7,3,0,-7,-1,-15,-3,-7,-5,-2
CC1=NN(C(N)=S)C(=O)C1N=Nc1c(Cl)cc([N+](=O)[O-])cc1Cl (centres undefined),11,31,1,4,-4,4,2,15,-4,9
Nc1ncc(Br)cc1S(=O)(=O)NCCC(=O)N1CCN(c2ncccn2)CC1,6,-4,-1,5,-2,2,-2,11,-3,8
CCN(CC)CCOc1ccc(Br)cc1,9,-3,3,4,-1,-5,2,-1,-4,3
CCC(C)NC(=O)c1csc2c1CCCCC2 (centres undefined),1,-2,-2,-8,0,-3,2,5,2,5
Cc1cc(C)cc(NC(=O)CCN2C(=O)c3ccccc3S2(=O)=O)c1,0,2,3,-1,-1,8,-10,0,0,-10
Cc1c(C(=O)O)cccc1-c1ccc(/C=C2\SC(=O)NC2=O)o1,2,1,-7,0,2,-2,2,4,4,-4
CC1CC(C)CN(CCCNC(=O)c2csc3c2CCCCC3)C1 (centres undefined),3,-4,-3,0,0,0,2,0,-3,5
O=S(=O)(c1ccc(Cl)s1)N1CCN(C/C=C/c2ccccc2)CC1,-2,3,2,1,-2,-1,3,-19,-1,1
CCN(c1ccccc1)S(=O)(=O)c1ccc(C(=O)NCC(=O)Nc2ccc(F)c(F)c2F)cc1,-36,0,1,-7,-5,4,0,-23,-1,-5
O=C(Cn1cnc2scc(-c3ccccc3)c2c1=O)N1CCOCC1,2,0,-1,6,2,7,-6,-3,-3,2
Cn1ccnc1SCC(=O)c1c[nH]c2ccccc12,-1,5,3,-7,-6,-4,0,6,3,-1
COC(=O)COc1ccc(S(=O)(=O)N2CCCCC2)cc1[N+](=O)[O-],2,-3,0,9,-1,-1,0,-3,-3,2
CCOC(=O)c1c(C)oc2c1c(C=NC1CCS(=O)(=O)C1)c(O)c1ccccc12 (centres undefined),5,8,8,11,-2,2,5,6,15,11

# Quoted from the listing, 2 compounds:
SMILES,ABHD4 inh,rCAG binder,LEDGF integ inh,TDP2 inh,MBD2 DNA inh,TCR CD3 inh,NPR2 activator,HTRA1 inhibitor,PRMT1 FP inh,SIAE primary
CCC(C)NC(=O)c1csc2c1CCCCC2 (centres undefined),1,-2,-2,-8,0,-3,2,5,2,5
Cc1cc(C)cc(NC(=O)CCN2C(=O)c3ccccc3S2(=O)=O)c1,0,2,3,-1,-1,8,-10,0,0,-10

# Next section:
SMILES,ABHD4 inh,rCAG binder,LEDGF integ inh,TDP2 inh,MBD2 DNA inh,TCR CD3 inh,NPR2 activator,HTRA1 inhibitor,PRMT1 FP inh,SIAE primary
Cc1nn(C)c(C)c1CN(C)C(=O)c1cc2n(n1)C(C(F)(F)F)CC(c1cccs1)N2 (centres undefined),1,-8,0,2,0,-5,1,-4,1,5
O=C(Nc1nnc([C@H]2C[C@H](O)[C@@H](CO)O2)s1)c1cccc(Oc2ccccc2)c1,4,6,2,0,-6,21*,-1,/,1,3
CN(Cc1ccccc1)S(=O)(=O)c1ccc2c(c1)n(C)c(=O)c(=O)n2C,0,-2,1,-4,8,-1,-1,5,-1,2
Brc1cc2c(cc1/C=N/Nc1nc(N3CCCC3)nc(N3CCOCC3)n1)OCO2,-3,-3,-5,-1,-4,0,1,9,-2,-5
CC(=O)c1ccc(NC(=S)N2CCN(CCN3C(=O)c4cccc5cccc(c45)C3=O)CC2)cc1,5,2,-2,-10,7,8,2,-1,2,-2
Cc1[nH]n(-c2ccccc2)c(=O)c1C=Nc1ccc(S(N)(=O)=O)cc1,-4,2,3,10,-1,4,-5,0,-1,1
Cn1nnc2cc(C(=O)NCc3ccc4c(c3)OCO4)ccc21,3,-2,3,2,5,3,1,-3,-2,-1
Cc1ccc(-c2nnc(Cc3ccc(Cl)cc3)o2)cc1,-4,0,-2,-1,-1,-3,3,-16,2,0
O=C1C(=O)N(CCOCCO)C(c2ccccn2)/C1=C(\O)c1ccccc1 (centres undefined),13,-3,-1,-4,-3,7,2,5,-1,-6
CCOc1ccc2c3c(c(=O)oc2c1OCC)CCCC3,-13,1,1,-9,3,-2,-5,-10,3,-1
CCC(C)NC(=S)N(Cc1cc2cc(C)ccc2n2nnnc12)CC(C)(C)NC(C)C (centres undefined),-17,-5,-1,-8,3,-3,3,4,6,1
COc1ccccc1N1CCN(c2cc(C)nc3nc(C)nn23)CC1,0,-3,1,1,2,-9,-1,-2,6,4
CCN(CCC(=O)O)c1ccccc1,-2,2,2,12,-1,1,-1,-4,0,0
COc1ccc(-c2cc(CS(=O)(=O)c3ccccc3)on2)cc1,-3,0,0,5,0,-9,1,-20,1,-4
COC(=O)[C@]12C=CCN1[C@@H](c1ccc(OC)c(OC)c1)c1c(c3ccccc3n1S(=O)(=O)c1ccc(C)cc1)C2,-28,10,-2,-5,0,/,0,/,6,-31
CC(C)(C)C(=O)Cn1ncc(N2CCOCC2)c(Cl)c1=O,-5,-2,9,-7,-5,0,-1,-1,-4,-5
O=[N+]([O-])c1ccc(N2CCN(Cc3ccncc3)CC2)cc1,10,-4,-1,12,-2,-2,-3,7,0,4
Cc1ccc(NC(=O)COC(=O)CNC(=O)c2ccc(C)s2)cc1,-9,1,-1,-16,-2,-8,2,-6,3,-9
O=C(CSc1nc2ccccc2c(=O)n1-c1cccc(C(F)(F)F)c1)NC1CC1,-7,-1,5,-6,-5,-8,-8,-5,-2,10
CC1(C)Cc2c(sc(NC(=O)COc3ccc(Cl)cc3)c2C(N)=O)C(C)(C)N1,-1,-2,3,1,1,2,7,-55,-1,2
COc1ccc([N+](=O)[O-])cc1N(CC(=O)N1CCCCC1)S(C)(=O)=O,2,0,2,-3,7,-2,5,-3,-1,-2
CC(=O)N1CCN(C(=O)CCNS(=O)(=O)c2ccc(Br)cc2)CC1,-2,0,5,6,-2,0,5,-2,0,-6
CCOC(=O)C1CN(S(=O)(=O)c2ccc(OC)cc2)c2cc(Cl)ccc2O1 (centres undefined),-9,3,0,-9,2,-10,-9,-15,6,1
Cc1ccc(S(=O)(=O)N2CCC(O)(c3cccnc3)CC2)cc1,-3,-5,-1,-5,-3,3,7,9,-2,3
C=CCN(c1ccccc1C(=O)O)S(=O)(=O)c1ccc(C)cc1,1,3,2,8,6,3,2,7,1,3

# HTRA1 inhibitor, what is marked active above.
molecule | ABHD4 inh | LEDGF integ inh | TDP2 inh | MBD2 DNA inh | TCR CD3 inh | NPR2 activator | HTRA1 inhibitor | PRMT1 FP inh | SIAE primary
C/C(=N\NC(=O)c1cc2ccccc2cc1O)c1ccc(C)o1 | 28 | 3 | -11 | 2 | 1 | -5 | 47* | -1 | 24*

# (continued)
SMILES,ABHD4 inh,rCAG binder,LEDGF integ inh,TDP2 inh,MBD2 DNA inh,TCR CD3 inh,NPR2 activator,HTRA1 inhibitor,PRMT1 FP inh,SIAE primary
CCOC(=O)C1(Cc2ccc(Cl)cc2)CCN(C(=O)c2sc(C)nc2C)CC1,4,-8,3,-5,7,7,1,-10,-2,-1
O=C(O)Cn1c(SCCOc2ccc(Cl)cc2)nc2ccccc21,2,11,-4,12,-2,4,2,5,2,-1
O=C(c1cccc(C(=O)N2CCN(Cc3ccccc3)CC2)c1)N1CCN(Cc2ccccc2)CC1,-2,-6,-1,-1,-3,4,-2,0,-2,9
Cc1cc(C)n2nc(C(=O)OCC(=O)NC3CCCCC3)nc2n1,1,0,0,0,-3,4,1,3,-2,-4
CC1(C(=O)NS(=O)(=O)c2ccccc2)CCN1C(=O)Cc1cc(F)ccc1F (centres undefined),1,2,-5,4,3,-1,4,/,1,-2
COc1ccc(-n2c(=O)c3c4c(sc3n(CC(=O)Nc3cc(C)[nH]n3)c2=O)CCCC4)c(OC)c1,1,19,1,8,3,-5,1,-5,2,-1
COc1cccc(NC(=O)CCN2C(=O)C3CC=CCC3C2=O)c1 (centres undefined),3,2,-3,-13,-3,7,0,1,0,4
N#CC1=C(N)Oc2c(oc(CO)cc2=O)C1c1ccsc1 (centres undefined),8,-1,2,4,4,10,2,6,3,-2
O=S(=O)(c1ccc2oc3ccccc3c2c1)N1CCOCC1,-11,7,5,-2,8,-13,1,-7,4,-10
CCN1C(=O)/C(=C2/C=CC=CN2C)OC1=S,7,2,-1,-1,-7,-1,3,4,3,5
O=C(CN1CCC(C(=O)c2ccc(F)cc2)CC1)NCc1ccccc1F,0,0,3,14,2,5,4,-6,0,2
NC(=O)C1CCN(c2oc(/C=C/c3ccc(F)cc3)nc2S(=O)(=O)c2ccccc2)CC1,8,3,-2,3,5,-8,-2,2,14,0
CC(C)N(Cc1ccccc1)C(=S)NC1CCCCC1,-3,-5,9,-3,-2,3,-6,-6,-3,7
O=C(Cc1ccccc1)Nc1nc2ccccc2s1,-6,3,1,2,-9,6,4,-25,-1,-3
Cc1cccc(NC(=O)[C@H](Cc2ccccc2)NC(=O)[C@@H]2Cc3ccccc3CN2)c1,8,-2,2,-1,1,4,-6,5,-1,0
CCOC(=O)c1c(-c2ccccc2)csc1NC(=O)c1cc2ccccc2oc1=O,-6,1,1,15,-4,10,0,8,-2,0

# Compound activity as filed in PubChem.
